# Compound activity from PubChem.
# PrPC surface inh: reduces human prion protein on the cell surface; cell surface PrPC, TR-FRET read-out; inhibition, % at 13.8 µM; 0.43% of 370,000 active; AID 720596; in the data active = inhibition above about 24%; also: 0% = median of the test wells and 100% = reference compound wells
# PriA SSB inh: inhibitors of Klebsiella pneumoniae PriA binding to SSB C-terminal tail | 0.6% of 430,000 active | inhibition, % at 33 µM | AlphaScreen SSBct-PriA binding, biotinylated peptide; in the data active = inhibition mostly above about 37%, no sharp cut-off; inactive = mostly below about 20%;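 also: plate controls were negative control peptide for no effect and reference peptide for full effect; strong numbers were not always called active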
# Vc quorum ag: inducers of Vibrio cholerae quorum light production without autoinducers. activation, % at 18.7 µM. V. cholerae BH1578 lux reporter, luminescence, 6 h. 0.16% of 350,000 active; in the data active = activation mostly above about 9.7%, no sharp cut-off; inconclusive = no clear call, values can overlap the other calls; inactive = mostly below about 3.7%; also: not every result past the cut was called active; inactives centre near 0; reference of the scale not given here
# TcdB GH inh: TcdB glycohydrolase inhibition; 0.24% of 350,000 active; P18177; AID 652162; TcdB glycohydrolase enzymatic assay, plate reader; inhibition, % at 9.99 µM; in the data active = inhibition above about 10%
# BoNT A protease: blocks Botulinum neurotoxin A light chain protease | multiplex microsphere protease substrate cleavage, flow cytometry | inhibition, % at 10 µM | 0.17% of 360,000 active; also: plate controls were buffer without enzyme for full effect and enzyme alone for no effect
# Yp Topo-I inh: inhibitors of Yersinia pestis topoisomerase I. activity, % at 10 µM. AID 504884. 0.064% of 360,000 active. Y. pestis Topo-I cleavage product accumulation, plate reader; in the data active = activity above about 50%, passing the limit was not always enough; inconclusive = no clear call, values can overlap the other calls; also: inactives centre near 2
# SARS 3CLpro inh: SARS-CoV 3CLpro protease inhibition; P0C6X7; recombinant SARS-CoV 3CLpro, quenched FRET peptide cleavage; inhibition, % at 6 µM; 0.14% of 290,000 active; in the data active = inhibition above about 12%
# Anthrax LF prot: anthrax lethal factor protease inhibition. AID 588501. P15917. multiplex microsphere protease cleavage assay, LF. inhibition, % at 10 µM. 0.12% of 360,000 active; also: plate controls were buffer without enzyme for full effect and enzyme alone for no effect
# Target sequence (P15917 whole entry, looked up): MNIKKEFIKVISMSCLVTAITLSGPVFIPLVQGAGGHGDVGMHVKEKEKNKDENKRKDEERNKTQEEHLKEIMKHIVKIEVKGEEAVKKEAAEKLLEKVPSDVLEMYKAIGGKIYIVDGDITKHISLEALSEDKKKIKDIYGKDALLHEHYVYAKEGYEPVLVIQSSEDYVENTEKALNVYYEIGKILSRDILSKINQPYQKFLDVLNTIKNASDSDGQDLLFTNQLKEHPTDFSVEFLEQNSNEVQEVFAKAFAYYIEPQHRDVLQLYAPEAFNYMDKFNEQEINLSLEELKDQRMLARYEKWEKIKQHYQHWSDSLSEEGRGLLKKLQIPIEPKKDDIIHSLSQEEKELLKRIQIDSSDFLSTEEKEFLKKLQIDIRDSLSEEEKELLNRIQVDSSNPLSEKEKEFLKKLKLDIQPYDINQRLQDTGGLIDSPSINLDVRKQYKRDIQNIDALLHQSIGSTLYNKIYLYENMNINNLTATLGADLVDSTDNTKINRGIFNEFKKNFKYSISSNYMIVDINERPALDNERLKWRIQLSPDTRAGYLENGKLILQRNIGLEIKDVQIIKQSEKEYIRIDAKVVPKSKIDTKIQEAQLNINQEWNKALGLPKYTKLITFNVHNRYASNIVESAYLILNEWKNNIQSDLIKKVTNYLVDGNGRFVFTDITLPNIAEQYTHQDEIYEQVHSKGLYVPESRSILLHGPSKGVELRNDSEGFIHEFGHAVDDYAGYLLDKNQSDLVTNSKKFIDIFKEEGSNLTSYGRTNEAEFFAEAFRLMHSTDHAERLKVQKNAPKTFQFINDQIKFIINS
# PfHsp40 rescue: restores yeast growth despite PfHsp40 toxicity | S. cerevisiae expressing PfHsp40, growth rescue, ATP luminescence | growth rescue, % at 12.5 µM | 0.68% of 340,000 active | AID 504582; in the data active = growth rescue above about 28%, passing the limit was not always enough; inconclusive = no clear call, values can overlap the other calls;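 also: yeast W303a lacking pdr1 and pdr3 grown in galactose medium; growth measured after three days at 30 °C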
# * = called active by the depositor; i = inactive; ? = inconclusive; / = not tested or not shown; & = joins results of further samples. Rule as the data show it, unless noted: active = inhibition above about 30%; inconclusive = no clear call, values can overlap the other calls; inactive = below that. An excerpt; count on the stated rates, not on these rows.
cpd	SMILES	PrPC surface inh	PriA SSB inh	Vc quorum ag	TcdB GH inh	BoNT A protease
1	C[C@H](NC(=O)[C@H]1N2C(=O)c3ccccc3C2SC1(C)C)C(=O)NCc1ccncc1 (stereo partly specified)	-6	9	i	-3.0	1.5
2	Cc1ccc(NC(=S)NCc2ccccc2)cc1C	9	-1	-0.3	-0.4	-0.9
3	COc1ccccc1NC(=O)CN(c1ccc([N+](=O)[O-])cc1)S(=O)(=O)c1ccccc1	0	11	-0.6	0.4	0.5
4	CCn1nc(C(=O)OCc2c(C)noc2C)c2ccccc2c1=O	2	2	-3.8	/	0.2
5	COc1ccc(-c2ccc3c(c2)c(Sc2ccccc2)c(-c2cc(OC)cc(OC)c2)n3C)cc1	3	/	/	1.5	0.8
6	Cc1cc(C)n2nc(C(=O)OCC(=O)c3ccc(F)cc3)nc2n1	-6	-9	-2.9	-3.0	-1.7
7	CC(C)[C@H](NC(=O)N1CC(=O)Nc2ccccc21)C(=O)N[C@H](Cc1ccccc1)C(=O)O	-6	-6	-0.4	-1.4	-0.1
8	O=C(C1CCCN(Cc2cccc(Cl)c2)C1)N1CCCCC1 (stereo unspecified)	-5	0	1.6	-0.8	-0.8
9	COc1ccccc1/C=N\NC(=O)c1c(C)nc2ccc(Cl)cn12	5	/	-0.7	1.1	-3.9
10	Cc1ccccc1-n1nc(-c2cccnc2)cc1C(=O)N/N=C/c1ccncc1	-4	/	i	2.7	-0.8
11	CCOC(=O)CNC(=O)c1nn(-c2ccc(OCC)cc2)c(=O)c2ccccc12	-27	-13	-0.3	/	-0.3
12	CNC(=O)C(NC(=O)CNC(=O)c1ccc(Cl)cc1)C(C)(C)C (stereo unspecified)	11	-9	1.0	-0.4	-0.7

cpd	Yp Topo-I inh	SARS 3CLpro inh	Anthrax LF prot	PfHsp40 rescue
1	-2	-3	0	0.3
2	9	/	-10	4.5
3	-2	3	1	2.1
4	6	-5	-6	-0.2
5	/	/	-2	/
6	-3	/	3	0.3
7	7	-5	-7	1.1
8	-2	2	-10	-1.8
9	4	-6	-8	0.2
10	4	2	4	0.8
11	11	3	-3	1.0
12	1	2	0	0.7

# Next structures.
cpd	SMILES	PrPC surface inh	PriA SSB inh	Vc quorum ag	TcdB GH inh	BoNT A protease
13	CCn1cc(Br)c(C(=O)Nc2ccc(C(=O)OC(C)C)cc2)n1	9	-22	-0.3	-1.0	?
14	CCOc1cccc(CNCc2cccnc2)c1OCc1ccccc1	-3	-6	1.1	0.8	-0.4
15	O=C(O)C1CCCCC1C(=O)NC1C2CC3CC(C2)CC1C3 (stereo unspecified)	1	-1	i	-0.7	-0.3
16	COc1cc2[nH]c(=S)n(CCN3CCOCC3)c(=O)c2cc1OC	-1	-8	-5.0	/	-0.3
17	COC(=O)C1=C(c2cccc(OCc3ccccc3)c2)C[C@@H]2CC[C@H]1N2C(=O)NCc1cc(C)oc1C(F)(F)F	20	-10	0.3	1.2	-0.4
18	CCN(CC)S(=O)(=O)c1ccc(Cl)c(NC(=O)CSc2cccc[n+]2[O-])c1	4	-13	i	0.8	-1.4
19	Cc1ccc(NC(=O)CCc2c(C)nc3ncnn3c2C)cc1	-3	-9	/	/	0.1
20	CC[C@H](C)[C@@H](COC=O)NC(=O)[C@H]1O[C@@H](n2ccc(N)nc2=O)[C@H](O)[C@@H]1O	6	/	/	0.8	0.0
21	CCOC(=O)CCNC(=O)Nc1ccc2nc(C)n(Cc3ccc(Cl)cc3)c(=O)c2c1	2	-8	i	1.2	-0.8
22	O=c1c(Cl)c(N2CCOCC2)cnn1-c1ncc(C(F)(F)F)cc1Cl	8	-23	i	0.7	-4.6
23	O=C(O)/C=C/c1cccc(NS(=O)(=O)c2ccccc2)c1	4	2	-1.1	/	0.8
24	CCc1cc(=O)oc2c(C)c(OC(C)C(=O)NC3CC(C)(C)NC(C)(C)C3)ccc12 (stereo unspecified)	-2	5	2.6	-0.2	0.4

cpd	Yp Topo-I inh	SARS 3CLpro inh	Anthrax LF prot	PfHsp40 rescue
13	-3	1	0	4.2
14	5	4	0	1.1
15	0	2	-4	-2.4
16	-11	-8	-6	-0.5
17	7	/	-7	0.6
18	12	-4	0	0.1
19	6	1	-5	-1.5
20	/	/	-4	/
21	-6	0	-2	-1.0
22	-11	1	-3	-1.4
23	-1	0	-3	-0.5
24	-7	0	0	-0.3

# (next part)
cpd	SMILES	PrPC surface inh	PriA SSB inh	Vc quorum ag	TcdB GH inh	BoNT A protease
25	CCCNS(=O)(=O)c1ccc(-n2cnnn2)c(OC)c1	7	1	2.4	0.1	-0.2
26	CC(C)c1ccc(NS(=O)(=O)c2ccc(N3C(=O)CCC3=O)cc2)cc1	5	-9	-0.3	0.1	0.0
27	CC(C)c1ccc(CN2CCC(n3nccc3NC(=O)C3CCCC3)CC2)cc1	-11	/	-3.1	2.0	-0.5
28	NC(=S)N=Nc1c(O)n(C2OC(=O)c3ccccc32)c2ccccc12 (stereo unspecified)	-6	2	-2.8	/	0.4
29	O=C(C1CCCO1)N1CCN(C(=S)Nc2ccc(Cl)c(Cl)c2)CC1 (stereo unspecified)	6	-11	-0.3	0.7	-1.1
30	Cc1ccc(NC(=O)c2snc3ccc(Cl)cc23)cc1C	-3	0	0.6	0.1	0.3
31	[N-]=[N+]=NC1C[C@H](n2ccc(=O)[nH]c2=O)O[C@@H]1CO (stereo partly specified)	-5	-4	i	0.4	-0.2
32	CCOc1c(Cl)cc(CNc2nnnn2C)cc1OC	-2	1	0.2	1.4	1.4
33	CCc1cc(=O)oc2c3c(cc(OCC(=O)NCc4cccnc4)c12)OC(C)(C)CC3	7	1	-0.6	1.1	-0.3
34	CCOC(=O)N1CCN(CC(O)COCC2=CCC3CC2C3(C)C)CC1 (stereo unspecified)	6	1	i	/	-0.1
35	O=C1NC(=O)C2(CCCc3ccccc32)N1 (stereo unspecified)	8	6&-6	-3.1	-0.6	1.3
36	Cc1nn(C)c(C)c1Nc1ccc(N2C(=O)C3CC=CCC3C2=O)cc1[N+](=O)[O-] (stereo unspecified)	-8	-1	-0.9	0.8	1.2

cpd	Yp Topo-I inh	SARS 3CLpro inh	Anthrax LF prot	PfHsp40 rescue
25	5	0	-3	-1.4
26	4	-2	4	16
27	20	/	-4	/
28	-10	-3	-5	0.4
29	3	4	0	-0.7
30	-2	2	0	-0.4
31	-2	4	-6	1.7
32	-15	0	6	-0.4
33	15	3	-3	1.3
34	6	6	-3	0.5
35	1	-4	1	-0.1
36	-4	4	-6	-1.2

# Following part
cpd	SMILES	PrPC surface inh	PriA SSB inh	Vc quorum ag	TcdB GH inh	BoNT A protease
37	O=C(CN(Cc1ccccc1Cl)C(=O)c1ccc(CN2CCOCC2)o1)NCc1ccccc1	-2	-10	-0.3	/	-1.1
38	CCn1nc(C(=O)OCC(=O)c2c[nH]c3ccccc23)c2ccccc2c1=O	-4	1	-7.1	/	45*
39	O=C(CCN1C(=O)COc2ccccc21)N1CCCCC1	-1	-3	-0.4	/	0.1
40	COc1ccc(OC)c(-n2c(-c3ccc(C)cc3)n[nH]c2=S)c1	-1	-15	i	/	-0.6
41	Cc1ccc(-n2nc(CC#N)c(C#N)c2N)cc1	1	3	-0.2	/	0.2
42	O=C(NCC1CCCO1)c1cc2n(n1)C(C(F)(F)F)CC(c1ccc(F)cc1)N2 (stereo unspecified)	2	5	-0.8	/	?
43	CC(=O)Nc1ccc(NC(=O)COC(=O)Cc2c[nH]c3ccccc23)cc1	-1	-6	i	/	0.5
44	COc1ccccc1C(CNC(=O)C1CC(=O)N(Cc2ccc(C)cc2)C1)N1CCCC1 (stereo unspecified)	0	13	-2.9	1.0	-3.3
45	C#CC1(NC(=O)NC(=O)c2c(F)cccc2F)CCCCC1	-6	4	-0.5	-0.5	-2.9
46	O=C(Cn1ccc([N+](=O)[O-])n1)N1CCCc2ccccc21	-8	1	-1.5	0.4	0.1
47	O=c1cc(CN2CCN(c3ccccc3)CC2)c2ccccc2o1	0	/	/	1.4	1.1
48	Cc1cccn2cc(CNC(=O)CC3CCCC3)nc12	-7	-2	-3.4	/	-0.7

cpd	Yp Topo-I inh	SARS 3CLpro inh	Anthrax LF prot	PfHsp40 rescue
37	9	-3	-6	0.9
38	3	2	38*	1.4
39	-2	-2	-4	-1.7
40	-2	0	-7	-0.2
41	1	-5	1	0.6
42	-1	-2	?	-0.6
43	-8	-5	-1	-1.2
44	5	/	0	-2.1
45	-8	-1	-7	-1.6
46	-10	4	-10	-0.3
47	/	/	-9	/
48	4	-6	-2	-1.3

# Next part
cpd	SMILES	PrPC surface inh	PriA SSB inh	Vc quorum ag	TcdB GH inh	BoNT A protease
49	Cc1ccccc1-n1ncc2c1CC(C)(C)CC2NC(=O)CSc1ccncc1 (stereo unspecified)	3	-2	0.4	-0.3	-0.7
50	Cc1ccc(-n2c(O)c(/C=N/n3cnnc3)c3ccccc3c2=O)cc1	1&-3	/	-6.2	0.3	-0.4&0.5
51	CC(C)c1ccc(O)c(NC(=S)NC(=O)c2ccc3c(c2)OCO3)c1	4	33	i	-0.7	-1.8
52	Cc1cccc(NC(=O)CSc2n[nH]c(-c3cccnc3)n2)c1	11	-3	-0.2	0.8	1.9
53	Cc1nc(-c2ccccc2)sc1C(=O)/C=C/c1ccccc1	-15	4	0.9	/	0.0
54	O=S(=O)(c1ccccc1)N1CCN(c2nnc(-c3ccccc3)c3ccccc23)CC1	-6	9	i	0.5	0.1
55	O=C1NCN(c2ccccc2)C12CCN(C(c1ccccc1OC(F)(F)F)c1nnnn1-c1ccc3c(c1)OCCO3)CC2 (stereo unspecified)	-2	/	/	-0.5	-0.2
56	COc1ccc(CCN(Cc2cc3cc(C)ccc3[nH]c2=O)C(C)=O)cc1OC	0	-8	-0.3	0.4	0.0
57	O=C(NC1CCCC1)C1CCN(c2cnccn2)CC1	-3	-1	-0.4	-1.2	-0.3

cpd	Yp Topo-I inh	SARS 3CLpro inh	Anthrax LF prot	PfHsp40 rescue
49	-7	-7	-2	1.1
50	12&13	2&-3	-1&-1	-0.4&-1.1
51	-25	-7	0	6.0
52	-4	6	6	-0.3
53	15	3	-6	-0.8
54	15	-7	0	2.2
55	/	/	-12	/
56	7	-1	-3	-1.9
57	3	2	0	0.4

# Entries listed so far that have an NH in an aromatic ring, in the order listed:
cpd	SMILES	PrPC surface inh	PriA SSB inh	Vc quorum ag	TcdB GH inh	BoNT A protease
16	COc1cc2[nH]c(=S)n(CCN3CCOCC3)c(=O)c2cc1OC	-1	-8	-5.0	/	-0.3
31	[N-]=[N+]=NC1C[C@H](n2ccc(=O)[nH]c2=O)O[C@@H]1CO (stereo partly specified)	-5	-4	i	0.4	-0.2
38	CCn1nc(C(=O)OCC(=O)c2c[nH]c3ccccc23)c2ccccc2c1=O	-4	1	-7.1	/	45*
40	COc1ccc(OC)c(-n2c(-c3ccc(C)cc3)n[nH]c2=S)c1	-1	-15	i	/	-0.6
43	CC(=O)Nc1ccc(NC(=O)COC(=O)Cc2c[nH]c3ccccc23)cc1	-1	-6	i	/	0.5
52	Cc1cccc(NC(=O)CSc2n[nH]c(-c3cccnc3)n2)c1	11	-3	-0.2	0.8	1.9
56	COc1ccc(CCN(Cc2cc3cc(C)ccc3[nH]c2=O)C(C)=O)cc1OC	0	-8	-0.3	0.4	0.0

cpd	Yp Topo-I inh	SARS 3CLpro inh	Anthrax LF prot	PfHsp40 rescue
16	-11	-8	-6	-0.5
31	-2	4	-6	1.7
38	3	2	38*	1.4
40	-2	0	-7	-0.2
43	-8	-5	-1	-1.2
52	-4	6	6	-0.3
56	7	-1	-3	-1.9
